# Screening data deposited in PubChem by National Center for Advancing Translational Sciences (NCATS).
# 12-LOX inh: ALOX12 (human) lipoxygenase inhibition; Potency, µM (titrated, usually from 108 µM), for inactives: at the top dose activity change, negative = inhibition, hits mostly inhibitors; purified 12hLO, xylenol orange hydroperoxide absorbance; hit rate 1.1% among 580,000; AID 1671190; active means well fitted inhibition curve with a large enough effect; inconclusive means small, poorly fitted or top-dose-only effect, or another doubt; inactive means no such curve, though single readings can be large or run the other way
# Target sequence (P18054 whole entry, looked up): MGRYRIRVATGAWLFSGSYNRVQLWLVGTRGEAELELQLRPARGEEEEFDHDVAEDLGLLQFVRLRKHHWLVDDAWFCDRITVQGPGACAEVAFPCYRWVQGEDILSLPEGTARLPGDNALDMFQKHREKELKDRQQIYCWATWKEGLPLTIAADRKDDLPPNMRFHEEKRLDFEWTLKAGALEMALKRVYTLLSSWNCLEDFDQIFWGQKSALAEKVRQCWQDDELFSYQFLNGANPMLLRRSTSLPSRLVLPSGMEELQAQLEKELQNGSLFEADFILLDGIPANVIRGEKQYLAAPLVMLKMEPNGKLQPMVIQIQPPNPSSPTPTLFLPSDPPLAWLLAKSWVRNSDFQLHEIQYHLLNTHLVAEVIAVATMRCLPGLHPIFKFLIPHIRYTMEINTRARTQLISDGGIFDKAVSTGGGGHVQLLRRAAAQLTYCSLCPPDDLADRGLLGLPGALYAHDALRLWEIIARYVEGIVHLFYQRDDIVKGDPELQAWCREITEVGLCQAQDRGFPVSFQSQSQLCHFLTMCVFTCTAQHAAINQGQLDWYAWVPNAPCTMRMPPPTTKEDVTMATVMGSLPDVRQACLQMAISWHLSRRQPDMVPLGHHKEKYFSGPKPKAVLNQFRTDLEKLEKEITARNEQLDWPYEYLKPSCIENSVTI
#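 Hydroperoxide product was detected by ferrous iron/xylenol orange as the 573 to 405 nm absorbance ratio. Arachidonic acid at 40 uM (final) was turned over for 30 min at room temperature by 150 nM human 12hLO, pH 7.0 Hepes buffer, after 15 min compound preincubation.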
# * marks the source's active call; other numbers are inactive results; ? = inconclusive; [ ] = another dose, or the depositor's remark. On the % scale 0 is the no-effect control and ±100 the full control effect; potency means the concentration at half of the fitted maximal effect.
Structure	12-LOX inh
N#CC1=C(N)OC2=C(C1c1cccnc1)S(=O)(=O)N(Cc1ccccc1)c1ccccc12 (stereo unspecified)	-19%
CC(C)Sc1ccccc1C(=O)O	-58%
CSC(C)C(=O)Nc1ccc(Br)c(C)c1 (stereo unspecified)	-14%
Cc1ccc(CC(=O)NC2CCN(c3cc(C(F)(F)F)ncn3)CC2)cc1	6%
Cc1ccc(CN(C(=O)CCCc2cccs2)C2CC2)cc1	8.9µM*
N#C/C(=C/c1ccc(O)cc1)c1nc(C2CC2)cs1	?
Cc1cc(CS(=O)(=O)Cc2ccc(Cl)cc2)on1	37%[activator]
COC(=O)C(C)Oc1ccc2c(=O)c(-c3ccc(Cl)cc3)coc2c1 (stereo unspecified)	-5%
COc1ccc(CN2CC3(CCN(S(=O)(=O)Cc4ccccc4F)CC3)C2=O)cc1	1%
C=CCCC(CN1CCCOCC1)Oc1nccc(C)n1 (stereo unspecified)	3%
Cc1cccc2c(C(=O)O)cc(-c3ccc(Cl)s3)nc12	?
CC(C)(C)C(=O)NC(Nc1ccc2ccccc2c1)C(Cl)(Cl)Cl (stereo unspecified)	15%

# Compounds from the list above containing a thiophene ring, fused or not (2):
Structure	12-LOX inh
Cc1ccc(CN(C(=O)CCCc2cccs2)C2CC2)cc1	8.9µM*
Cc1cccc2c(C(=O)O)cc(-c3ccc(Cl)s3)nc12	?

# Carrying on:
Structure	12-LOX inh
CC(=O)NC[C@@H]1C=C(C)[C@H](CC(=O)NCc2cccnc2)C[C@H]1C(C)C	3%[176 µM]
O=C(COc1ccc(Cl)cc1)N1CC2CC(C1)[C@H]1CCCC(=O)N1C2 (stereo partly specified)	4%
O=C(CCCc1ccccc1)N1C[C@@H](CO)[C@H](c2nc(C3CC3)no2)C1	-13%
Cc1ccc2nc(C)c(CC=C(Cl)Cl)c(Cl)c2c1	8%
COc1ccc(-c2cc(N3CCC(NC(=O)c4ccc5c(c4)OCO5)CC3)n[nH]2)cc1	37%[activator]
NC(=O)COC(=O)c1ccc(C2Nc3ccccc3S(=O)(=O)N2)cc1 (stereo unspecified)	-7%
CC(=O)Nc1ccc(CC(=O)N2CCc3c(c(-c4nncn4C)nn3C)C2)cc1	32%
CCOC(=O)C1(Cc2ccccc2F)CCCN(C(=O)c2c(C)nc3sccn23)C1 (stereo unspecified)	60%[activator]
CC(C)C[C@@H](COCc1cccc(Cl)c1)N1CCN(C(=O)c2cccc(C(F)(F)F)c2)CCC1=O	-10%
O=C(NCc1cccnc1)c1nc(-c2cccc(F)c2)c2cnccn12	34%[activator]
COC(=O)COc1coc(CN2CCN(c3ccccc3)CC2)cc1=O	-17%
O=[N+]([O-])c1c(NC2CCN(C3CC3)CC2)ccc2ncccc12	?
CCc1ccc2c(c1)-c1ccccc1S(=O)(=O)N2CC(=O)N1CCOCC1	?
COc1ccccc1-c1cn2c(n1)CO[C@@H](CNCc1ccc(F)cc1)C2	?
CSc1ccc(C(C(=O)O)N2CCN(Cc3csc(C)n3)CC2)cc1 (stereo unspecified)	?
O=C(c1ccccn1)N1CCCC2(CC(c3ccccc3)=NO2)C1 (stereo unspecified)	-3%[6.33 µM]
O=C(CCC1CCCN(S(=O)(=O)c2ccccc2F)C1)NC1CCS(=O)(=O)C1 (stereo unspecified)	62%[activator]
O=C1Nc2ccccc2C12CN(Cc1ccc(C(F)(F)F)cc1)C2	2%[6.33 µM]
COc1ccc(OC)c(NC(=O)c2c(C)oc3ccn(Cc4cccc(F)c4)c(=O)c23)c1	?
Cn1c(=O)c2c(nc(NCCN3CCOCC3)n2Cc2cccc(F)c2)n(C)c1=O	-11%
CN(Cc1cccnc1)Cc1nc(C2(O)CCN(Cc3ccccc3)CC2)cs1	19%[176 µM]
COCCN1Cc2ccc(NCc3ccccc3)nc2C(C)(C(=O)Nc2cccnc2)C1 (stereo unspecified)	5%[176 µM]
CS(=O)(=O)N[C@H]1CO[C@H]2[C@@H]1OC[C@@H]2Nc1nccc(-c2cccc(F)c2)n1	-15%[176 µM]
Cc1cccc(C)c1NC(=O)Cn1c(=O)c2c(ncn2CC(C)C)n(Cc2ccccc2)c1=O	10%
Cc1ccc2cccc(NC(=O)c3ccccc3C)c2n1	20%
CCS(=O)(=O)N1CCOC[C@H](Oc2ccc(C(F)(F)F)cn2)C1	7%[176 µM]
C[C@@H]1CN(C(=O)c2ccsc2)C[C@H]1c1nc(-c2ccncc2)no1	41%[activator]
CC(=O)Oc1cc2c(c(C)c1OC(C)=O)CC=C1[C@@]2(C)CC[C@@]2(C)[C@H]3C[C@](C)(C(=O)O)CC[C@]3(C)CC[C@]12C	-25%
COc1ccc(NS(=O)(=O)c2ccc3c(c2)NC(=O)CS3)cc1	?
COC1CCC12CCN(C(=O)Cc1cccnc1)CC2 (stereo unspecified)	19%
CCOC(=O)N1CCC(NC(=O)c2ccccc2C2CCNC2)CC1 (stereo unspecified)	6%
CN1CCc2nc(NC(=O)Cn3c(=O)oc4ccccc43)sc2C1	-45%
CNC1[C@H](O)C(O[C@@H]2C(O)C(O[C@H]3O[C@H]([C@@H](C)NC)CC[C@H]3N)[C@@H](N)C[C@H]2N)OC[C@]1(C)O (stereo partly specified)	0%[57.4 µM]
COc1ccc2nc(NC(=O)c3cc(=O)c4ccc(C)cc4o3)sc2c1	?
C=CCOc1ccc(NC(=O)C(=O)c2c(C)[nH]c3ccccc23)cc1	?
COc1ccc(-c2nc(C3CN(C(=O)NCc4ccccc4)C3)no2)cc1	46%[activator]

# Five structures out of the list, ordered by length of the SMILES, highest first.
Structure	12-LOX inh
CNC1[C@H](O)C(O[C@@H]2C(O)C(O[C@H]3O[C@H]([C@@H](C)NC)CC[C@H]3N)[C@@H](N)C[C@H]2N)OC[C@]1(C)O (stereo partly specified)	0%[57.4 µM]
C[C@@H]1CN(C(=O)c2ccsc2)C[C@H]1c1nc(-c2ccncc2)no1	41%[activator]
COc1ccc2nc(NC(=O)c3cc(=O)c4ccc(C)cc4o3)sc2c1	?
CN1CCc2nc(NC(=O)Cn3c(=O)oc4ccccc43)sc2C1	-45%
Cc1ccc2cccc(NC(=O)c3ccccc3C)c2n1	20%

# Next part
Structure	12-LOX inh
O=C(c1cc2cc(F)ccc2[nH]1)N1CCC(CO)(CCCc2ccccc2)CC1	-18%
CC[C@@]1(O)CCN(C(=O)CCc2nc(-c3ccco3)no2)C[C@H]1O	43%[activator]
Cc1cccc(NC(=O)C2CCN(c3nc4ccccc4o3)CC2)c1C	-17%
O=C(NC1CCCCC1)[C@@H]1Cc2nc[nH]c2CN1Cc1ccc(Cl)cc1	58%[activator][176 µM]
O=C(O)/C=C/c1ccc(Br)s1	7%
CCSc1nc2n(n1)C(c1ccccc1Cl)C1=C(CCCC1=O)N2 (stereo unspecified)	16%
C[C@H]1[C@@H]2[C@@H](O)C([C@H](C)C(=O)N(C)Cc3ccccc3)CC[C@@]2(C)CC[C@@H]1NC(=O)c1ccncc1 (stereo partly specified)	-19%
CC1(C)Cc2sc3c(=O)n(CC(=O)c4ccc(Br)cc4)cnc3c2CO1	0%
Cc1cc(C)c(C(=O)N2CCC(=O)N(CC3CC3)C(C(C)C)C2)cc1C (stereo unspecified)	47%[activator]
COc1ccc2c(=O)c(Oc3cc(C)cc(C)c3)coc2c1	-53%
COc1ccc(C(=O)N2CCC([C@@H]3CNC[C@H]3CO)CC2)cc1	41%
COc1ccc(C(=O)NCCNc2nc3cc(C)cc(C)c3cc2C#N)c(OC)c1	?

# As entered above:
# Result for CCSc1nc2n(n1)C(c1ccccc1Cl)C1=C(CCCC1=O)N2 (stereo unspecified) in 12-LOX inh: 16%
# Result for O=C(NC1CCCCC1)[C@@H]1Cc2nc[nH]c2CN1Cc1ccc(Cl)cc1 in 12-LOX inh: 58%[activator][176 µM]

# Molecules shown so far that contain a cyano group, in the order listed:
Structure	12-LOX inh
N#CC1=C(N)OC2=C(C1c1cccnc1)S(=O)(=O)N(Cc1ccccc1)c1ccccc12 (stereo unspecified)	-19%
N#C/C(=C/c1ccc(O)cc1)c1nc(C2CC2)cs1	?
COc1ccc(C(=O)NCCNc2nc3cc(C)cc(C)c3cc2C#N)c(OC)c1	?

# The list continues:
Structure	12-LOX inh
CCC(CC)C(=O)Nc1sc2c(c1C#N)CCCC2	?
CCS(=O)(=O)NCCc1ncc(C)n1CCOC	8%
O=C(c1c(F)cccc1Cl)N1CCC2(CC1)OCCN2S(=O)(=O)c1ccccc1	-61%
COc1cc(/C=C/c2ncc(C(=O)O)s2)cc(Cl)c1OC	?
O=C(CN1CCN(CC(=O)Nc2ccccc2C(=O)c2ccccc2)CC1)Nc1cccc(F)c1	-1%
CCN(CCCNC(=O)c1cc2ccccc2c(OC)n1)C(C)=O	-10%
COc1ccc(C(=O)N2C[C@@H]3OCC(=O)N(CC4CC4)[C@@H]3C2)cc1	6%[176 µM]
CCNC(=O)C1CCN(C(=O)CC(=O)Nc2ccccc2OCC)C1 (stereo unspecified)	30%
CN(Cc1cncs1)C1CCCc2ccccc21 (stereo unspecified)	16%[176 µM]
O=S1(=O)CC(N2CCCCC2)CN1Cc1cn(Cc2ccccc2)nn1 (stereo unspecified)	-10%
Cc1ccc(CNC(=O)C2Cn3cccc3C(=O)N2)o1 (stereo unspecified)	53%[activator]
Cc1ccc(S(=O)(=O)N2CCN(C(=O)Cc3c(C)nn(C)c3C)CC2)cc1	27%

# (cont.)
canonical_smiles | 12-LOX inh
COc1ccc(-c2noc(-c3nc(-c4ccccc4F)no3)n2)cc1OC | 35%
Cn1cncc1C(=O)N1CCC(F)(c2nc(-c3ccncc3)no2)CC1 | 51%[activator]
Cc1csc(NC(=O)CCc2ncc(-c3ccc(Cl)cc3)o2)n1 | ?
COc1cc2ccc(CC(=O)O)cc2cc1OC | -20%
Cc1noc([C@@H]2CN(C(=O)c3ccc4ccccc4n3)C[C@H]2CO)n1 | 16%
CCC1CCCCN1C(=O)Cn1c(-c2ccccc2)nc(C)cc1=O (stereo unspecified) | 3%
O=C(NCc1cccs1)c1nc(-c2cccnc2)c2cnccn12 | 19%
CCOc1cc(=O)n2c(c1C(=O)Nc1ccc(OC)c(OC)c1)CCCC2 | 6%
O=C(NCC1(c2ccccc2)CC1)c1cc(=O)c2ccccc2o1 | 22%
COc1cc(NC(=O)N2C[C@@H](F)C[C@H]2C(=O)N2CCCCC2)cc(OC)c1 | 22%
O=C(CN1C(=O)NC(c2ccc(Cl)cc2)C2=C1COC2=O)Nc1cc(F)cc(F)c1 (stereo unspecified) | 11µM*
CC(C)CN1CC[C@@]2(CCCN(C(=O)c3cc(C(F)(F)F)cc(C(F)(F)F)c3)C2)C1 | 11%[57.4 µM]
CC(C)(C)OC(=O)NC(CC(N)=O)C(=O)O (stereo unspecified) | 1%
COCCNC(=O)[C@@H]1C[C@H](Oc2ccccc2)CN1C(=O)c1cnccc1C | -14%
O=C(CCc1nc2ccccc2s1)NCCc1ccc(C(F)(F)F)cc1 | 3%
O=C(NCc1ccco1)c1cc2cc(Cl)ccc2[nH]1 | -7%
CCn1cc(S(=O)(=O)N2CCCC(Cc3nncn3CC3CC3)C2)cn1 (stereo unspecified) | ?
CCOC(=O)C1=C(Nc2ccccc2)O/C(=C\c2c(F)cccc2F)C1=O | 20%
Cc1ccc(C(=O)N/N=C/CCc2ccccc2)cc1C | 12%
O=C1NCCN1C1CCN(S(=O)(=O)c2ccccc2)CC1 | 2%[6.33 µM]
CC(=O)NC[C@H]1O[C@@H](Cc2nc(-c3ccc(OC(F)(F)F)cc3)no2)[C@H](O)[C@@H]1O | ?
COc1cc(-c2c(OC)cccc2OC)cc2c1OCCN(Cc1cn[nH]c1-c1ccc(Cl)cc1)C2 | 5%
Fc1ccc(CNc2cc3c(cn2)NCCN(Cc2ccccc2)C3)cc1 | 16%[176 µM]
CNC(=O)[C@@H]1CN(C(=O)CCc2cccc(OC)c2)C[C@H]1c1n[nH]c(C)n1 | 16%
COc1ccc2c(c1)CN(C(=O)C1CC1)CC[C@H]1COC(=O)N21 | 7%[176 µM]
Cc1ccc(C)c(N2CCN(C(=O)c3ccccc3NC(=O)Cn3c(C)cc(C)c(C#N)c3=O)CC2)c1 | -20%
Cc1ncoc1C(=O)N1CCOc2ccc(CCC(N)=O)cc2C1 | 46%[activator]
COc1ccc(COCC(O)CNC(=O)CC(C)C)cc1 (stereo unspecified) | -49%
O=C(Cn1ccc2ccc(Br)cc21)NCCCO | 31%
CCCCc1c(-c2ccccc2OC)ncn1CCc1ccccc1Cl | -66%
O=C(Cc1cccc(F)c1)NCc1nnc2ccc(-c3ccc(Cl)cc3)nn12 | 16%
Cc1onc(-c2cnn(C)c2NCc2ccc(C#N)cc2)c1C(=O)N(C)c1cccnc1 | 3%[176 µM]
NCc1ccccc1-c1nc2c([nH]1)CCNC2C(=O)O (stereo unspecified) | 78%[activator]
Cc1nn(C)cc1NC(=O)c1c(Br)cnn1C | -13%
O=C(Nc1ccc(=O)n2c1[C@@H]1C[C@@H](CN(C(=O)Nc3ccc(F)cc3)C1)C2)NC1CCCCC1 | 9%
O=C(NCc1cccc(C(F)(F)F)c1)[C@H]1CN(Cc2ccccc2)C[C@H]1C(=O)O | 5%
CS(=O)(=O)N1CCN(C(C(=O)O)c2c[nH]c3ccccc23)CC1 (stereo unspecified) | -6%
O=C(Cc1scnc1-c1cccs1)NCCc1ccccc1 | ?
CNC(=O)NC(=O)CN(CC(=O)N(C)C)CC(F)(F)F | -6%
Cc1ccccc1CN(C)C(=O)CN1CCC(c2nc3ccccc3s2)CC1 | -2%
Nc1ccn([C@@H]2O[C@H](C(=O)N3CCN(CCO)CC3)[C@@H](O)[C@H]2O)c(=O)n1 | -6%
CC(C)CC(=O)NCCC1CCN(C(=O)NC2CCCCC2)CC1 | -1%
CC(C)=CCC/C(C)=C/CC/C(C)=C/CC[C@]1(C)CCc2c(C)c(O)c(C)c(C)c2O1 | -4%[12.5 µM]
Cc1ccsc1C(=O)N(C)CC1(C)CCOCC1 | 55%[activator]
O=C(N[C@@H]1CN(Cc2ccncc2F)C[C@H]1CO)C1CC1 | 2%
Cc1ccc(NC(=O)Cn2c(-c3ccc(F)cc3)nc(C)cc2=O)c(Cl)c1 | 30%

# Some of the compounds tested (hit frequency here may not be typical).
